HTR5A inv ctr – HTR5A inverse agonism, opioid heterodimer counter-screen. HTR5A cell line, luminescence. inhibition, % at 9.3 µM. actives 0.083% (n = 340,000). P47898; in the data active means inhibition mostly above about 23%, no sharp cut-off; inactive means mostly below about 18%;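 further: 0% = cells with DMSO and 100% = no-cell wells with DMSO; some compounds called inactive have numbers as strong as hits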
HTR5A ag – activates human HTR5A in OPRM1-OPRD1 agonist counter-screen; HTR5A agonist assay, luminescence, cell-based; activation, % at 9.3 µM; actives 0.61% (n = 340,000); in the data active means activation mostly above about 9.5%, no sharp cut-off; inactive means mostly below about 7.6%;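 further: 0% = cells with vehicle only and 100% = reference agonist; strong numbers were not always called active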
PKA-R1A activ – PKA-R1A complex activation; actives 0.083% (n = 340,000); PKA-R1A dissociation, Cy5-IP20 fluorescence polarization; scaled: DMSO 0%, 113 µM cGMP 100%; P00514+P68181; activation, % at 11.4 µM;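 active means percent activation above the mean of all tested compounds plus 3 SD, cut at about 19% in these data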;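 further: higher means more PKAc released from R1A so a rise in polarization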
DSG3 Ab inh – human desmoglein-3 autoantibody binding inhibition | P32926 | DSG3-coupled beads, scFv-anti-DSG3-GFP binding, flow cytometry; stronger effect = lower value | binding (percent of control), % at 10 µM | actives 0.48% (n = 310,000) | AID 588358;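 active means binding more than 3 SD below its plate's average and above zero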;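 further: hits lower antibody fragment binding to DSG3; some compounds called inactive have numbers as strong as hits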
E coli growth – bacterial growth inhibition, counter-screen for AddAB inhibitors; E. coli V3065 growth, OD600 absorbance, 18 h; inhibition, % at 11.9 µM; actives 0.27% (n = 330,000);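 active means inhibition above the campaign's mean inhibition across all tested compounds plus 3 SD, cut at about 9.9% in these data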;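 further: uninfected addAB+ strain grown without phage in ampicillin broth; 0% = DMSO wells and 100% = ciprofloxacin 0.95 µg/ml wells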
PfHsp90 yeast 2 – reduces growth (ATP signal) of yeast expressing P. falciparum Hsp90 | S. cerevisiae expressing PfHsp90, BacTiter-Glo ATP, 48 h; yeast lacking PDR1 and PDR3 efflux regulators | inhibition, % at 9.4 µM | actives 0.32% (n = 310,000);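 active means every replicate shows inhibition above about 80%, whatever the replicate mean, limit read from the data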;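 further: 0% = DMSO neutral controls and 100% = 20 µM radicicol positive controls; yeast relying on Plasmodium falciparum Hsp90 in place of its own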
OPRM1-OPRD1 ag – OPRM1-OPRD1 heterodimerization agonism; P35372+P41143; cells, luminescence; activation, % at 9.3 µM; actives 0.3% (n = 340,000); in the data active means activation above about 18%;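 further: 0% = vehicle-treated cells and 100% = reference agonist; values of inactives mirror those of a sister screen read the other way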
Target sequence (P35372 whole entry, looked up): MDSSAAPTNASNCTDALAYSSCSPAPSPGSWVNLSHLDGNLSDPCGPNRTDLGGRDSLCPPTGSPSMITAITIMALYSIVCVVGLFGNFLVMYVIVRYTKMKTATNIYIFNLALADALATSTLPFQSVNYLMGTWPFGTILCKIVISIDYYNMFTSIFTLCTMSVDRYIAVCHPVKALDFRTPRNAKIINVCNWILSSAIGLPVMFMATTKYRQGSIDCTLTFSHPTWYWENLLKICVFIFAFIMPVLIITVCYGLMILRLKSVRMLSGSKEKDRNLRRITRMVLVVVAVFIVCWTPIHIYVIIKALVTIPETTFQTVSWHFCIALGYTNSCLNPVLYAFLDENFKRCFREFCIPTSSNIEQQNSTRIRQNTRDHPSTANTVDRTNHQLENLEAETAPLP
Target sequence (P41143 whole entry, looked up): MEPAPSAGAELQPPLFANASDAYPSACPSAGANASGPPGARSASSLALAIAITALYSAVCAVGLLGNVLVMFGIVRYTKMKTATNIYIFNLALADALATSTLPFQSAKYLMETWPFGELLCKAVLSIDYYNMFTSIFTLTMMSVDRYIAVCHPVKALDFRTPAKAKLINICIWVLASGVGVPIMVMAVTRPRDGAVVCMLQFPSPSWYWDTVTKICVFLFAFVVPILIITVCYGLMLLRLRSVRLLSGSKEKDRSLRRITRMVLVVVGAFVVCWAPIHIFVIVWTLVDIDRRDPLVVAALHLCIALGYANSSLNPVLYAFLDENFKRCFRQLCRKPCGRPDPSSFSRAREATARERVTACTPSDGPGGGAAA
AddAB inh – less growth of phage-infected E. coli with AddAB | E. coli expressing H. pylori AddAB, absorbance growth | inhibition, % at 11.9 µM | actives 0.29% (n = 330,000); in the data active means inhibition above about 12%;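 further: 0% = vehicle wells of infected cells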
Mot1-301 SUMO – blocks SUMOylation pathway, rescuing yeast Mot1-301 growth | S. cerevisiae Mot1-301 growth rescue, ATP luminescence, 38.5C; percent above DMSO median, 100 means doubled | actives 1% (n = 320,000) | growth rescue, % at 18.8 µM;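 active means every valid replicate shows activation above 250% relative to neutral control wells; inactive means the rest, any valid replicate at or below 250%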;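 further: OY570 slx delta 5 strain wells were the positive control but not used for scaling; some compounds called inactive have numbers as strong as hits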
MOR-DOR inv ag – mu-delta opioid heterodimer inverse agonism. P35372+P41143. cell-based MOR-DOR heterodimer luminescence. inhibition, % at 9.3 µM. actives 0.21% (n = 340,000); in the data active means inhibition above about 22%, passing the limit was not always enough;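 further: 0% = cells with DMSO and 100% = wells without cells with DMSO; values of inactives mirror those of a sister screen read the other way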
phage Ecoli inh – E. coli growth loss with phage present; growth absorbance; inhibition, % at 11.9 µM; actives 0.26% (n = 360,000); in the data active means inhibition above about 11%
The depositor's hits bear a star; i = inactive; / = not tested or not shown.

The line under a structure holds: HTR5A inv ctr	MOR-DOR inv ag	AddAB inh	PfHsp90 yeast 2	E coli growth	HTR5A ag	OPRM1-OPRD1 ag	PKA-R1A activ	DSG3 Ab inh	Mot1-301 SUMO	phage Ecoli inh
- CCOc1ccccc1N(CC(=O)NC1CCCC1)C(=O)CCC(=O)Nc1cc(C)on1
    -42	1	0.6	-3	0.2	-2	-0.2	-6	104	-1	1.6
- CC1CCN(C(=O)CN2C(=O)NC3(CCCc4ccccc43)C2=O)CC1 (stereo unspecified)
    -11	-16	/	14	/	6	2.5	-18	98	/	1.0
- Oc1cccc2c3c(oc12)CCCC3
    /	/	4.6	/	1.2	/	/	/	106	-4	3.7
- COc1ccc(/C=C/C(=O)OCC(=O)N2CCN(S(=O)(=O)c3ccc(C)cc3C)CC2)cc1OC
    12	6	/	/	/	-1	-1.5	4	97	/	2.3
- Cc1[nH]c2ccccc2c1C(=O)C(=O)N1CC(C)OC(C)C1 (stereo unspecified)
    -10	-1	0.6	4	-1.9	-5	0.3	7	/	-9	1.2
- Cn1cnnc1SCC(=O)Nc1ccc(Cl)c(S(=O)(=O)N2CCOCC2)c1
    -16	4	-0.2	7	1.2	4	-0.8	-12	105	-8	2.0
- CC(C)CN(C(=O)COC(=O)CSc1ccccc1F)c1c(N)n(Cc2ccccc2)c(=O)[nH]c1=O
    10	10	-0.7	/	-0.8	-4	-1.9	2	103	-11	4.4
- CCCCN(C(=O)c1ccc(S(=O)(=O)N(C)c2ccccc2)cc1)c1c(N)n(CCC)c(=O)[nH]c1=O
    -1	6	/	12	/	-3	-1.5	-11	105	/	-0.4
- O=C1c2ccccc2NC(c2ccccc2)N1Cc1ccco1 (stereo unspecified)
    11	13	-0.7	4	4.0	-4	-2.4	3	100	242	-0.2
- CC(=O)c1cccc(OCC(=O)c2cc(C)n(-c3cc(C)on3)c2C)c1
    -9	14	0.5	8	1.0	-2	-2.4	0	98	-2	1.4
- O=C(CSc1ccc2nnc(-c3ccccc3)n2n1)NCC1CCCO1 (stereo unspecified)
    -18	12	1.3	9	-0.8	-3	-2.0	-3	101	-5	0.8
- Cc1nn2c(-n3ccnc3)c3c(nc2c1-c1ccccc1)CCC3
    -1	13	0.4	17	-3.5	0	-2.3	-4	/	83	2.0
- CCOC(=O)C1=CCC2c3c(c4ccccc4n3C)C(=O)C1N2C(=O)OC(C)(C)C (stereo unspecified)
    -41	10	0.3	-4	0.2	14	-1.8	-9	102	-12	1.0
- CC(C)(C)N(Cc1ccccc1)C(=O)COc1cccnc1[N+](=O)[O-]
    7	16	0.7	11	-0.4	-2	-2.7	8	89	0	2.0
- Oc1cccc(C(Nc2nccs2)c2ccc3cccnc3c2O)c1 (stereo unspecified)
    8	5	18*	14	16*	-3	-1.0	-5	107	1	16*
- CCOC(=O)c1[nH]c2ccc(Br)cc2c1NC(=O)CCN1CCC(C)CC1
    -14	-4	2.8	9	2.2	1	0.6	9	99	2	1.9
- O=C(NCCc1ccc(Cl)cc1)c1cnc2n(c1=O)CCS2
    -1	13	-0.1	-28	-0.9	1	-2.3	-2	97	9	0.7
- Cc1c(C(=O)NCc2ccco2)oc2c(Cl)cccc12
    2	2	-0.4	-8	0.3	-1	-0.4	3	94	-1	-0.9
- c1csc(COc2ccccc2CNC2CCCCC2)c1
    -1	5	5.8	23	0.5	0	-1.1	-6	101	-6	4.3
- COc1ccc(NC(=S)N2CCC(NC(=O)c3ccccc3C)CC2)cc1
    -20	-4	0.7	-14	-1.9	9	0.5	-2	104	-8	0.9
- O=C(O)c1cc(Br)ccc1NS(=O)(=O)c1cccc2nsnc12
    7	-2	2.9	24	-0.7	4	0.3	3	122	5	-0.4
- COc1ccccc1-n1c(=O)c(C#N)c(-c2ccc([N+](=O)[O-])cc2)c2cc(C(=O)c3ccccc3O)cnc21
    -24	-38	1.2	-2	2.0	8	7.5	-1	83	-2	1.5
- Cc1sc2ncnc(N3CCC(C(=O)Nc4ccc(F)cc4Cl)CC3)c2c1C
    -3	6	-3.6	2	-4.2	1	-1.4	-9	/	24	3.8
- CCC(C)Sc1nc2c(c(=O)[nH]c(=O)n2C)n1Cc1ccccc1Cl (stereo unspecified)
    -16	-25	-2.8	-16	-1.3	-2	4.2	0	104	-11	2.2
- Cc1ccc(C)c(N2CCN(c3cnn(-c4nc5ccccc5s4)c(=O)c3Cl)CC2)c1
    2	7	0.9	-1	-1.2	-1	-1.4	-4	96	1	2.7
- COc1ccc(NC(=O)CNS(=O)(=O)c2cccc3nonc23)c(OC)c1
    0	-3	1.5	-34	0.3	0	0.5	-3	100	-3	2.4
- CC(=O)c1ccc(NC(=S)N2c3ccccc3CC2C)cc1 (stereo unspecified)
    15	0	0.6	6	-1.0	-6	0.1	-5	97	5	2.0
- COc1cc(CCC(=O)N2CCN(c3ccc([N+](=O)[O-])cc3)CC2)cc(OC)c1OC
    14	-12	-1.3	-23	-3.3	-4	2.7	6	87	-5	1.7
- O=C(COC(=O)CNC(=O)c1ccccc1)Nc1ccc(Cl)cn1
    -10	1	-0.9	-7	1.1	2	-0.2	0	119	-5	2.7
- CSc1ccc(C#N)cc1NC(=O)c1ccccc1C
    4	15	1.0	9	0.8	2	-3.0	5	93	143	2.8
- COc1nccc(-c2ccc(F)cc2)c1C#N
    -5	0	1.6	-12	0.9	4	-0.1	-4	103	-14	3.9
- Cc1ccc(S(=O)(=O)CCC(=O)OCC(=O)c2ccc(F)cc2)cc1
    -1	16	0.0	0	2.0	-4	-2.5	-6	/	9	2.3
- Cc1nc2cc(Cl)c([N+](=O)[O-])cc2s1
    2	2	1.4	6	2.2	2	-0.4	1	109	-5	3.9
- CC(C)(C)c1ccc(C(=O)N2CCN(CCNC(=O)C(=O)NCc3ccccc3)CC2)cc1
    8	-5	0.5	9	0.3	-2	1.0	13	104	-17	3.3
- Cn1ccnc1SCC(=O)c1ccc(F)cc1
    /	/	-0.2	/	-0.1	/	/	/	110	133	4.2
- COc1ccc([C@H]2[C@@H](C#N)[C@H](C#N)N3CCCN23)cc1
    4	3	-0.6	/	-1.7	0	-0.6	10	/	i	-0.5
- C#CCOC(=O)C1C2C=CC(C2)C1C(=O)O (stereo unspecified)
    0	10	0.2	14	-3.2	-2	-1.8	1	98	-1	0.6
- CC1=CCC2C(=O)N(c3ccc(C(=O)Nc4ccccc4Cl)cc3)C(=O)C2C1 (stereo unspecified)
    -7	15	0.3	-6	-0.8	2	-3.3	4	99	-8	-0.2
- C=CCn1cc(C(=O)NCCOC)c(=O)c2cc(S(=O)(=O)N3CCCCCC3)ccc21
    13	10	0.8	-6	-0.4	2	-1.8	-9	101	2	5.5
- O=C(c1ccnc(Cl)c1)N1CCCC(N2CCN(c3ccccc3F)CC2)C1 (stereo unspecified)
    11	6	0.2	3	1.0	-2	-1.2	3	104	-7	4.2
- COc1ccc(C2=NO[C@@H]3C(=O)N(c4c(C)cccc4C)C(=O)[C@H]23)cc1OC
    4	2	2.2	-23	-0.7	-2	-0.4	-5	103	-6	0.5
- Cc1ccc(C(=O)NCCCNCCCNC(=O)c2ccc(C)nc2)cn1
    -29	16	0.7	10	0.3	5	-2.8	-12	119	-3	1.2
- COc1ccc(OC)c(-c2[nH]nc3c2C(c2ccco2)C(C#N)=C(N)O3)c1 (stereo unspecified)
    4	11	0.2	-7	-0.7	-2	-2.5	-1	/	752	3.0
- CC(=O)Nc1cccc(C(=O)OCC(=O)Nc2c(C)nn(-c3ccccc3)c2C)c1
    15	3	0.0	-4	-0.3	-5	-0.5	0	103	-16	4.0
- O=C(Nc1ccc(Cl)cc1)c1cncs1
    -6	3	2.2	11	-1.3	2	-0.6	2	/	95	0.6
- N/C(Cn1cncn1)=N\OC(=O)c1ccc(Cl)cc1Cl
    -9	-9	2.4	-6	0.8	4	1.7	-15	97	16	7.4
- Cc1nn(-c2ccccc2)nc1CNC(=O)CC(C)(C)C
    -15	9	0.1	-2	0.9	6	-1.8	-3	/	60	1.0
- O=C(NNC(=S)NCC1CCCO1)c1cccc(S(=O)(=O)N2CCOCC2)c1 (stereo unspecified)
    16	9	4.3	11	0.8	-6	-1.8	-15	101	98	2.9
- CCOC(=O)c1oc2ccccc2c1CN1CCN(C)CC1
    8	10	1.8	-28	0.6	-3	-1.7	-15	102	/	4.5
- COc1ccc(S(=O)(=O)Cc2ccc(C(=O)NC(C)C)o2)cc1
    8	8	1.9	-22	-0.5	-3	-1.5	-4	107	153	2.7
- CCOC(=O)c1c(C)[nH]c(C)c1S(=O)(=O)N(C)Cc1ccco1
    15	14	0.1	-2	-0.2	-2	-2.7	7	96	3	3.1
- C=CCn1c(=O)c(C(=O)NC(C)c2ccccc2)c(O)c2ccccc21 (stereo unspecified)
    -14	1	5.7	19	7.7	4	-0.2	-13	99	-4	-1.3
- O=C(CN1C(=O)/C(=C/c2ccccc2F)Sc2ccccc21)N1CCN(c2ccccn2)CC1
    -8	-1	1.3	-44	-2.4	-4	0.2	-2	85	165	3.1
- CN(CC(=O)Nc1ccccc1Br)C(=O)c1ccc(-c2ccc(Cl)cc2)o1
    -26	-10	0.9	-14	0.8	0	1.9	6	109	-31	-0.6
- Cc1nc2cc(NC(=O)Nc3cccc(F)c3)ccc2n1C
    -4	4	1.8	-21	0.1	-1	-0.8	-3	102	14	0.1
- COCCNC(=O)Cn1nc(-c2ccccc2F)ccc1=O
    0	8	/	-8	/	0	-1.7	-8	104	/	2.0
- Cn1c(=O)c2c(O)c(Cc3ccccc3)c(=O)[nH]c2n(C)c1=O
    6	16	0.9	25	1.9	1	-2.9	-4	115	19	1.8
- COC(=O)c1c(C)[nH]c(C=Nc2ccc(OC)cc2)c1C
    2	-5	2.2	-2	2.8	-2	1.1	1	109	-18	1.1
- COc1ccc(NC(=O)c2cc3ccccc3[nH]2)cc1
    4	3	2.8	-30	1.0	-1	-0.7	-2	122	508	0.0
- Cc1cc(NC(=O)COc2ccccc2C)ccc1NC(=O)c1ccco1
    1	-4	1.8	4	0.6	-3	0.5	-1	97	13	-3.1

Continued:
The line under a structure holds: HTR5A inv ctr	MOR-DOR inv ag	AddAB inh	PfHsp90 yeast 2	E coli growth	HTR5A ag	OPRM1-OPRD1 ag	PKA-R1A activ	DSG3 Ab inh	Mot1-301 SUMO	phage Ecoli inh
- CSc1nnc(CCCCCNC(=O)OC(C)(C)C)o1
    2	12	0.8	-13	0.3	6	-2.4	-5	101	2	3.6
- CCOC(=O)Cc1nnc(Nc2cccc(C)c2)c2ccccc12
    -8	11	2.9	/	-0.2	-2	-2.0	-6	74	15	1.2
- O=C(/C=C/c1ccc([N+](=O)[O-])cc1)c1ccccc(=O)c1O
    0	-26	/	123*	/	0	5.0	1	93	/	16*
- Cc1ccc(S(=O)(=O)N2CCC(C(=O)NNC(=O)c3ccncc3)CC2)cc1
    6	6	1.1	15	-0.4	-2	-1.0	-1	96	-5	2.2
- CC(=O)C1(C)C(=O)N(c2ccc(F)cc2)C(=O)N1c1ccc(F)cc1 (stereo unspecified)
    5	3	/	-33	/	-1	-0.7	-2	96	/	1.8

Compound activity (PubChem BioAssay)
